# Bioassay records from PubChem.
# M4 ag: agonists of human muscarinic M4 receptor (CHRM4); CHO-K1 hM4/Gqi5, Fluo-8 calcium fluorescence; vehicle 0%, full acetylcholine response 100%; activation, % at 3 µM; 360,000 compounds, 0.14% hits; P08173;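 active = activation above the run mean over all test wells plus 3 SD, cut at about 32% in these data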;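 also: peak over basal fluorescence ratio per well then scaled between controls; 0% = DMSO wells and 100% = acetylcholine at EC100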
# Target sequence (P08173 whole entry, looked up): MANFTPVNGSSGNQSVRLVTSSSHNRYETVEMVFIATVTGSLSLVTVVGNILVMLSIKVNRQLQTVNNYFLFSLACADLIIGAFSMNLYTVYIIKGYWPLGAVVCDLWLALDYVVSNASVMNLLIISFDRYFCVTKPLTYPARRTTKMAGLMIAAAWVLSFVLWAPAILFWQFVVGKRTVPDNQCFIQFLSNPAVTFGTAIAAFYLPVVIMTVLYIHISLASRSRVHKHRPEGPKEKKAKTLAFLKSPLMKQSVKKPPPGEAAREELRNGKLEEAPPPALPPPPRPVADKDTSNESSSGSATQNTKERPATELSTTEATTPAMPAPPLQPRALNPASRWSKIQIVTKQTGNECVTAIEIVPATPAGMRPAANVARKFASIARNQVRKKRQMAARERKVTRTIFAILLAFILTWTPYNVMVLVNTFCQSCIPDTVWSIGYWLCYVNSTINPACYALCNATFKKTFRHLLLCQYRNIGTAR
# M5 antag: CHRM5 antagonism in calcium assay. AID 624040. 360,000 compounds, 0.59% hits. P08912. inhibition, % at 3 µM. CHO-hM5 cells, Fluo-8 calcium fluorescence, ACh EC80;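 active = inhibition above a per-plate cutoff, the mean of that plate's test compounds plus 3 SD, cut at about 27% in these data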;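 also: 0% = acetylcholine EC80 with DMSO and 100% = DMSO without agonist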
# Target sequence (P08912 whole entry, looked up): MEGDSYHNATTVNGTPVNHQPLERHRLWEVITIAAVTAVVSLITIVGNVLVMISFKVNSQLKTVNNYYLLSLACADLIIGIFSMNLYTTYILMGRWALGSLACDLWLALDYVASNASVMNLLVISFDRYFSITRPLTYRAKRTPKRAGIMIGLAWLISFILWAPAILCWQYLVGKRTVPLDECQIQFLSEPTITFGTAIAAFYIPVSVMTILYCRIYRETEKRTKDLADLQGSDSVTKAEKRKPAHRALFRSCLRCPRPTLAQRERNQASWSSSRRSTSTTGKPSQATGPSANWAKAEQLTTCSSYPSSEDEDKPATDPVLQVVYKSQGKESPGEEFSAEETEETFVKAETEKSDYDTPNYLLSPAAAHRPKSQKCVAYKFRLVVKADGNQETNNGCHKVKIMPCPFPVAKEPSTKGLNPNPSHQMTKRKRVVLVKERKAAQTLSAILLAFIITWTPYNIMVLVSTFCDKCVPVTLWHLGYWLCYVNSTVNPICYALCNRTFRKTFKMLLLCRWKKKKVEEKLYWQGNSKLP
# M4 antag: CHRM4 antagonism in calcium assay; P08173; CHO-hM4 cells, ACh EC80, Fluo-8 calcium fluorescence; inhibition, % at 3 µM; 360,000 compounds, 0.73% hits;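 active = inhibition above its plate's cutoff, the mean inhibition of sample wells plus 3 SD, cut at about 27% in these data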;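 also: 0% = acetylcholine EC80 with DMSO and 100% = DMSO without agonist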
# CHRM4 PAM: positive allosteric modulators of human muscarinic M4 receptor. P08173. CHO-K1 hM4/Gqi5, Fluo-8 calcium fluorescence, ACh EC20; 0% = ACh EC20, 100% = maximal ACh. activation, % at 3 µM. 360,000 compounds, 0.4% hits. AID 624126;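 active = activation above its plate's cutoff, the mean activation of sample wells plus 3 SD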; also: some results filed as inactive read as strong as hits
# M5 ag: agonists of human muscarinic M5 receptor (CHRM5); activation, % at 3 µM; P08912; 360,000 compounds, 0.19% hits; CHO-K1 hM5 cells, Fluo-8 calcium fluorescence; 0% DMSO wells, 100% maximal acetylcholine response;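 active = activation above the run's mean over test compounds plus 3 SD, cut at about 23% in these data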;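 also: signal is peak over basal fluorescence ratio across the kinetic read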
# CHRM5 PAM: potentiates acetylcholine response at human M5 receptor; P08912; CHO-K1 hM5, Fluo-8 calcium, ACh EC20 PAM; 0% = ACh EC20, 100% = ACh EC100; activation, % at 3 µM; 360,000 compounds, 0.3% hits; AID 624038;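 active = activation above the run cutoff, the mean activation of all test compounds plus 3 SD, cut at about 18% in these data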
#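 system = human M5 receptor in CHO-K1 cells | reagent = EC20 acetylcholine as agonist stimulus | compound dosing = single-point, 3 µM nominal | incubation = Fluo-8 loading 80 min at 37 °C plus 30 min room temperature | detection = Fluo-8 calcium dye fluorescence, kinetic read | benchmarks = low control EC20 acetylcholine (0%), high control EC100 acetylcholine (100%)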
# M1 antag: blocks human M1 muscarinic receptor | P11229 | CHO-K1 hM1, Fluo-8 calcium fluorescence, ACh EC80 antagonist | inhibition, % at 3 µM | 360,000 compounds, 1.3% hits | AID 588852;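 active = percent inhibition above its own plate's cutoff, namely the mean of that plate's compound wells plus 3 SD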;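 also: peak over basal fluorescence ratio during 140 s after agonist addition; 0% = ACh EC80 plus DMSO and 100% = DMSO alone without agonist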
# CHRM1 PAM: human CHRM1 positive allosteric modulation. P11229. CHO-K1 hM1, Fluo-8 calcium fluorescence, ACh EC20; 0% = ACh EC20, 100% = maximal ACh. activation, % at 3 µM. 360,000 compounds, 0.088% hits. AID 588819; in the data active = activation above about 19%, passing the limit was not always enough
# CRFBP-R2 agonist: CRF-BP/CRF-R2 complex agonism; HEK293 CRF-R2/CRF-BP, calcium dye fluorescence (FLIPR); percent of saturating CRF peptide response; activation, % at 13.2 µM; 350,000 compounds, 0.46% hits; AID 588473;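 active = activation of at least 50%, plus an integration ratio under a set limit after plate pattern correction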;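 also: plate controls were neutral control wells without compound for no effect and CRF at EC100 for full effect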
# An asterisk follows results filed as active; nt = not tested or not shown. These rows are one share of the data; rates above refer to the full screens.
no.	structure	M4 ag	M5 antag	M4 antag	CHRM4 PAM	M5 ag	CHRM5 PAM	M1 antag	CHRM1 PAM	CRFBP-R2 agonist
1	O=C(Cc1ccccc1)Oc1ccc(N2C(=O)C3CCCCC3C2=O)cc1 (configuration not stated)	1	2	-4	1	-2	-6	-2	5	1.2
2	CCN(c1ccc(C(O)(C(=O)OC)C(F)(F)F)cc1)S(=O)(=O)c1ccc(C)cc1 (configuration not stated)	-1	11	9	-8	-4	-7	7	-8	0.4
3	O=c1[nH]c2c(c(=O)n1C1CCCCC1)CCC2	1	1	5	10	2	2	-2	7	-2.9
4	C[C@]12CCC3C(CC[C@H]4C[C@@H](O)[C@H](O)C[C@]34C)C1CC[C@@H]2O (some centres not stated)	15	4	-19	-6	5	-10	-10	-5	5.0
5	Cc1ncc(CN2CCCC(C(=O)c3sccc3C)C2)s1 (configuration not stated)	4	-2	-3	0	-12	-3	13	-6	-0.6
6	O=C(c1ccccc1)c1cn(CC(=O)N2CCOCC2)c2ccccc12	0	-3	6	-4	-5	2	-5	-6	-2.1
7	CC(=O)Nc1ccc(S(=O)(=O)N2Cc3cnnn3-c3ccccc3C2C#N)cc1 (configuration not stated)	1	-2	-5	3	1	2	-6	5	-0.8
8	CCCCC(=O)N/N=C/c1c(O)n(-c2cccc3ccccc23)c(=O)[nH]c1=O	0	1	-11	-14	4	5	-9	7	0.8
9	CCOCC1(CCc2ccccc2)C(=O)NC(=S)NC1=O	1	-1	-2	9	1	14	-22	16	-2.5
10	NCCc1c[nH]c2ccc(OCc3ccccc3)cc12	1	-9	3	-3	5	8	15	12	-0.5
11	CCCN(CCC)C(=O)Cc1c(-c2ccc(Cl)cc2)nc2c(Cl)cc(Cl)cn12	0	-8	-7	4	1	2	-35	5	1.5
12	Cc1cc(/C=C2\C(=O)NC(=O)N(c3ccc(Cl)cc3)C2=O)c(C)n1-c1cccc(C(=O)O)c1	1	5	1	11	-2	5	-10	10	0.3
13	COc1cc(C=C2C(=O)NC(=O)NC2=O)cc(OC)c1OC	0	4	7	7	0	0	-16	12	-1.3
14	CCCNC(=O)N1[C@H]2CC[C@@H]1C(C(=O)OC)=C(c1cccc(C#N)c1)C2	1	-3	-16	12	-1	0	-7	8	1.2
15	COC(=O)C1=C(c2ccc(OC)c(OC)c2)C[C@@H]2CC[C@H]1N2C(=O)NC1Cc2ccccc2C1	-1	5	-9	5	-6	8	1	5	-2.0
16	COC(=O)C1=C(c2ccc3ccccc3c2)C[C@@H]2CC[C@H]1N2C(=O)NCc1ccc(C(F)(F)F)cc1	3	11	-5	-2	-3	-3	-21	15	2.9
17	CCC(C)NC(=O)c1c(N)n(Cc2ccc3c(c2)OCO3)c2nc3ccccc3nc12 (configuration not stated)	4	-5	-9	5	9	19*	-30	8	2.1
18	CCOc1ccc(N2C(=O)NC(=O)/C(=C\c3ccc(N4CCOCC4)cc3C)C2=O)cc1	3	-10	-14	18	-1	5	-6	7	0.7
19	Cc1ccc2cc(C=C(C#N)C#N)c(Cl)nc2c1	2	-9	2	1	-1	3	-10	9	13
20	COCCCn1c(N)c(C(=O)OC(C)COC)c2nc3ccccc3nc21 (configuration not stated)	1	1	-7	-3	0	-4	-39	7	-0.1
21	COC(=O)C1=C(c2ccc(-c3ccccc3)c(F)c2)C[C@@H]2CC[C@H]1N2C(=O)NCc1ccc(F)cc1	1	13	7	0	-4	-11	1	-1	0.9
22	O=C1CC(N2CC2)C(=O)N1c1ccccc1 (configuration not stated)	1	8	-9	1	0	-6	-12	5	-2.4
23	CN1CC(Br)C(=O)NC1=O (configuration not stated)	0	9	6	4	1	7	-8	3	0.1
24	COC(=O)C1=C(c2cccc(OC)c2OC)C[C@@H]2CC[C@H]1N2C(=O)N1CCC(O)CC1	-1	8	7	2	4	-3	-2	2	-1.0
25	O=c1[nH]c2ccccc2n1C1CCN(Cc2ccc(-c3[nH]c4cc5ncnc5cc4nc3-c3ccccc3)cc2)CC1	14	14	7	-9	67*	-22	nt	nt	nt
26	COc1ccc(S(=O)(=O)N2CCOCC2)cc1NC(=O)COC(=O)Cc1ccccc1	2	7	-7	10	4	1	16	8	0.1
27	COc1cccc(C(c2nnnn2-c2ccc3c(c2)OCCO3)N2CCC3(CC2)C(=O)NCN3c2ccccc2)c1OC (configuration not stated)	16	-1	-2	-8	8	-13	-16	2	nt
28	CC(C)CC12CN3CCN(CC(C3)C1O)C2 (configuration not stated)	0	-7	7	16	-4	9	-6	11	4.8
29	Cc1ccc(-c2cc(C(=O)N3CCC4(CC3)OCCO4)no2)cc1	1	4	-3	0	0	2	10	0	-1.6
30	O=C(Cn1nc(Cc2cccnc2)c2ccccc2c1=O)N1CCC2(CC1)OCCO2	0	0	4	15	1	6	-7	9	-1.2

# (more compounds)
# Order of values: M4 ag	M5 antag	M4 antag	CHRM4 PAM	M5 ag	CHRM5 PAM	M1 antag	CHRM1 PAM	CRFBP-R2 agonist
31) O=C(O)c1c[nH]c2ccc(S(=O)(=O)N(CCCl)CCCl)cc12
    0	-2	2	5	-1	-3	-2	7	0.7
32) CCC(=O)N1CCN(CCN=Cc2c(O)n(C)c(=O)n(C)c2=O)CC1
    1	0	-1	6	2	-2	-6	14	1.3
33) Cc1ccc2[nH]c(C)c(CCNCc3ccco3)c2c1
    2	-11	-4	4	-5	9	10	-1	-0.4
34) COc1ccc(C2(C#N)CC[N+](C)(C)CC2)cc1
    0	7	5	10	-4	-2	-9	6	2.2
35) COC(=O)N1C(c2ccccc2)C1c1ccccc1 (configuration not stated)
    11	15	12	-9	0	-11	11	-13	-1.6
36) O=c1c2ccccc2nc(-c2ccco2)n1-c1nccs1
    7	3	8	-7	-2	-5	-6	-6	-0.5
37) CN1CCN(c2ccc3nccnc3c2)CC1
    2	7	1	-1	-2	0	-12	7	1.1
38) CCCC1=C(C(=O)OCC)C2(C(=O)Nc3ccccc32)C(C#N)=C(N)O1 (configuration not stated)
    1	-1	-7	26	-3	6	-7	5	-2.1
39) COc1cccc2c1C(=O)c1c(O)c3c(c(O)c1C2=O)CC(O)(C(C)=NO)CC3OC1CC(N)C(O)C(C)O1 (configuration not stated)
    12	15	-3	3	15	-11	-20	7	37
40) CC(C)c1ccc(NC(=O)CCNC(=O)N2C[C@H]3C[C@@H](C2)c2cccc(=O)n2C3)cc1
    0	1	-14	6	0	3	-24	11	0.5

# Quoted from the listing.
# compound 40 in CHRM5 PAM: 3
# compound 37 in M4 ag: 2
# compound 35 in M5 ag: 0
# compound 39 in M4 antag: -3

# Back to the main list with the 3 entries that preceded the break.
# Order of values: M4 ag	M5 antag	M4 antag	CHRM4 PAM	M5 ag	CHRM5 PAM	M1 antag	CHRM1 PAM	CRFBP-R2 agonist
38) CCCC1=C(C(=O)OCC)C2(C(=O)Nc3ccccc32)C(C#N)=C(N)O1 (configuration not stated)
    1	-1	-7	26	-3	6	-7	5	-2.1
39) COc1cccc2c1C(=O)c1c(O)c3c(c(O)c1C2=O)CC(O)(C(C)=NO)CC3OC1CC(N)C(O)C(C)O1 (configuration not stated)
    12	15	-3	3	15	-11	-20	7	37
40) CC(C)c1ccc(NC(=O)CCNC(=O)N2C[C@H]3C[C@@H](C2)c2cccc(=O)n2C3)cc1
    0	1	-14	6	0	3	-24	11	0.5
41) COC(=O)C1=C(c2cccc(C#N)c2)C[C@@H]2CC[C@H]1N2C(=O)NC1CC1
    1	-3	7	4	4	5	-3	9	-0.6
42) O=C1NCN(c2ccccc2)C12CCN(C(c1ccccc1OC(F)(F)F)c1nnnn1C1CCCC1)CC2 (configuration not stated)
    1	-1	-13	6	-1	0	-28	3	nt
43) CCCC[n+]1cc(/N=C(\[O-])OC)on1
    1	-2	4	1	-2	36*	3	-3	-0.4
44) COC(=O)C1=C(c2ccc(F)cc2OCc2ccccc2)C[C@@H]2CC[C@H]1N2C(=O)NCc1ccc(Cl)cc1
    7	14	11	-8	-3	-18	8	-6	2.6
45) CCC(=NCCCO)c1c(O)n(-c2ccc(OC)cc2)c(=O)[nH]c1=O
    1	-5	-9	11	0	2	-9	8	1.5
46) C#CCNc1ccncc1S(=O)(=O)NC(=O)NC(C)C
    0	-3	-6	-2	1	-1	-11	-5	-2.0
47) COc1cc2c(ccc3c4cc(OC)c(OC)cc4c[n+](C)c23)cc1O
    1	-7	-11	10	4	10	-19	8	-0.1
48) NC(=O)OCCSc1nnc(-c2cccc(C(N)=S)c2)o1
    5	9	-11	2	5	-6	7	1	2.6
49) C[C@H]1CC[C@@H]2[C@@H](C)[C@H]3[C@H](C[C@H]4[C@@H]5CC=C6C[C@@H](O[C@@H]7O[C@H](CO)[C@H](O)[C@H](O[C@@H]8O[C@H](CO)[C@@H](O)[C@H](O)[C@H]8O)[C@H]7O[C@@H]7O[C@@H](C)[C@H](O)[C@@H](O)[C@H]7O)CC[C@]6(C)[C@H]5CC[C@]34C)N2C1
    2	3	-2	-1	3	0	9	-15	67*
50) Cc1cc2ccccn2c1C(C[N+](=O)[O-])c1c(F)cccc1Cl (configuration not stated)
    2	10	-7	4	-5	-4	-2	4	0.3
51) CN1CCN(c2ncnc(Cl)c2N)CC1
    2	8	-10	9	-7	0	-15	12	-1.8
52) COc1ccc(NP2(=O)NCCCN2)cc1
    1	-3	-9	4	3	16	-17	10	-1.2
53) COc1ccc(OC)c(-n2c(O)c(/C=C3\C=Nc4ccccc43)c(=O)[nH]c2=O)c1
    2	6	3	-1	-2	-3	-13	9	-1.4
54) Nc1ccc(Br)cc1
    0	10	-12	11	1	4	-7	12	4.3
55) Oc1ccccc1CN(CCc1ccccc1)Cc1ccccc1
    -1	1	1	-10	2	-2	1	-5	-1.2
56) CC1CN=C(NCc2ccccc2)S1 (configuration not stated)
    0	-3	2	-1	-13	-13	9	-2	-0.8
57) COC(=O)C1=C(c2ccc(F)cc2F)C[C@@H]2CC[C@H]1N2C(=O)NCCO
    -1	18	-7	1	0	-6	-9	5	0.8
58) CCC(=NCc1cccnc1)c1c(O)n(-c2ccccc2C)c(=O)[nH]c1=O
    0	7	10	-4	1	8	-4	4	-1.4
59) COc1ccc(OC)c(-n2c(O)c(/C=C3\C(C)=Nc4ccccc43)c(=O)[nH]c2=O)c1
    1	8	7	-3	1	-5	-5	5	17
60) COc1ccccc1CC(=O)N1CCN(CCc2ccccc2)CC1
    1	5	0	-4	-3	2	-11	7	0.0
61) COc1cc(/C=C/[N+](=O)[O-])ccc1O
    2	-8	16	3	10	11	7	2	0.3
62) O=C(Nc1ccc(F)cc1)N1CC2CC(C1)c1cccc(=O)n1C2 (configuration not stated)
    1	-4	9	-2	-1	-1	-2	2	1.0
